Bioassay records as filed in PubChem.
Tau fluor cs = counter-screen for tau fibril formation inhibitors. tau K18 P301L Alexa594 fluorescence, heparin fibrillization. Potency, µM (top dose mostly 57.7 µM), for inactives: top-dose activity change, negative = decrease. actives 0.93% (n = 280,000). AID 1463; note: potency is the fitted concentration of half-maximal effect; % is set by controls: 0 for no effect and ±100 for the full control effect; nearly all actives have a fitted effect of over 55% in size
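Human tau K18 P301L (15 uM unlabeled, 0.24 uM Alexa 594-labeled) in 100 mM sodium acetate pH 7 with 20 uM heparin, 6 hr at 37 C. ThT 30 uM added, 1 hr ambient; Alexa 594 FP and total fluorescence read at 555/632 nm.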
Tau fibril FP = blocks human tau fibril formation measured by polarization; Potency, µM (highest dose often 57.7 µM), for the others: top-dose activity, negative = inhibition, most hits filed as inhibitors; P10636; K18 P301L tau heparin fibrillization, Alexa594 FP, 6 h; actives 0.39% (n = 280,000); AID 1468; note: potency is the fitted concentration of half-maximal effect; % is set by controls: 0 for no effect and ±100 for the full control effect; nearly all actives have a fitted effect of over 55% in size
Target sequence (P10636 561-689 P618L limits assumed): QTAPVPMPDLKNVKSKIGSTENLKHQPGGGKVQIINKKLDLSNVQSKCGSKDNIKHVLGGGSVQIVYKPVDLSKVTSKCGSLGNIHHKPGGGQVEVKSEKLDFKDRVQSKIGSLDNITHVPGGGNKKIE
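Quantitative HTS format: compounds meet 15 uM recombinant K18 P301L tau and Alexa 594-tau tracer in 100 mM sodium acetate pH 7; 20 uM heparin triggers fibrillization at 37 C over 6 hr; FP gives the signal.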
NPSR antag = neuropeptide S receptor (human) antagonism, cAMP; Q6W5P4; Potency, µM (doses to about 38.3 µM), for inactives: top-dose activity change, negative = inhibition, hits mostly inhibitors; actives 1% (n = 220,000); CHO-NPSR cells, cAMP TR-FRET, antagonist mode; AID 1461; note: potency is the fitted concentration of half-maximal effect; % is set by controls: 0 for no effect and ±100 for the full control effect; nearly all actives have a fitted effect of over 50% in size; many of its hits are not listed in these tables
CBFb-RUNX1 inh = blocks binding between human CBF-beta and RUNX1; AlphaScreen CBFb-His/RUNX1-biotin binding, biochemical; Potency, µM (highest dose often 59.8 µM), inactives show top-dose activity, negative = inhibition, hits mostly inhibitors; 230,000 tested, under 10 active; note: % of control where 0% means no effect
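Bead-based AlphaScreen assay; binding partners His-tagged CBF-beta and biotinylated RUNX1 at 30 nM each. Compound exposure 15 min after a 20-min protein preincubation; bead step 90 min; all steps at room temperature.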
Epigenetic derep = derepresses silenced GFP reporter in murine cells; murine LDR cells, GFP reporter derepression, 30 h; Potency, µM (highest dose often 53.9 µM), for inactives: at the top dose GFP activation, hits mostly activators; actives 0.2% (n = 280,000); AID 1865; note: potency is the fitted concentration of half-maximal effect; % of control where 0% means no effect; nearly all actives have a fitted effect of over 60% in size
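GFP-positive cell count by laser-scanning cytometry (objects 20–120 um) after 30 h, 37 C compound exposure of murine LDR cells; reporter is CMV-GFP integrated at a silenced locus, inducible by HDAC or DNMT inhibitors.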
TRb SRC2 PPI = inhibitors of human thyroid hormone receptor beta-SRC2 interaction | TRbeta-SRC2 peptide binding, fluorescence polarization; receptor liganded with 1 µM T3 | Potency, µM (highest dose often 106 µM), without a hit: at the top dose activity change, negative = inhibition, usual class: inhibitors | actives 0.065% (n = 280,000) | AID 1469;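 note: potency is the fitted concentration of half-maximal effect; plate controls were bound peptide for no effect and peptide without receptor for full effect; nearly all actives have a fitted effect of over 50% in size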
Target sequence (P10828 whole entry, looked up): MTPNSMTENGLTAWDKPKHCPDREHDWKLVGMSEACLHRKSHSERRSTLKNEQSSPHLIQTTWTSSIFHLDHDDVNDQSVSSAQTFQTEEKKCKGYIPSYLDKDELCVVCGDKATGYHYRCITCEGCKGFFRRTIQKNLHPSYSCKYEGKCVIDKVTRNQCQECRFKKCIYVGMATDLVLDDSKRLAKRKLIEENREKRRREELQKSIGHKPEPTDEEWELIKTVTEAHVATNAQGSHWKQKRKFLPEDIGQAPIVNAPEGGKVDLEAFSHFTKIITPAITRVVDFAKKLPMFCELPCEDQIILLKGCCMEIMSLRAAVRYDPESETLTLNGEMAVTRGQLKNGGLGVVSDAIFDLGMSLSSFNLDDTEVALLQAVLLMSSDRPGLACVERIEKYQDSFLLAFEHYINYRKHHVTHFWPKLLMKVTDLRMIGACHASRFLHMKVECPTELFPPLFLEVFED
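Decrease in fluorescence polarization of 20 nM Texas Red SRC2 coactivator peptide flagged inhibition of its binding to 0.6 uM TRb LBD; 1 uM T3 included, incubation 5 hr, ex 555/em 632 nm.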
GLA spleen mod = inhibits or activates alpha-galactosidase in human spleen homogenate | P06280 | human spleen homogenate, 4MU-alpha-Gal fluorescence, 40 min | Potency, µM (top dose mostly 80 µM), without a hit: top-dose activity change, negative = inhibition, actives largely listed as inhibitors | actives 0.008% (n = 240,000) | AID 2107;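 note: potency is the fitted concentration of half-maximal effect; 0% = enzyme with vehicle and -100% = no enzyme basal signal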
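Human spleen homogenate (1 ug) was the enzyme source, with 4-methylumbelliferyl-alpha-D-galactopyranoside (1 mM final) in pH 5.0 citrate buffer with 0.01% Tween-20. Compounds were titrated; after 40 min at 37C, NaOH/glycine stop, 4-MU fluorescence read; AC50 from Hill fits.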
TR SRC2 fluor cs = alters Texas Red total fluorescence, flagging assay interference. TRb/SRC2 Texas Red total fluorescence interference. Potency, µM (titrated, usually from 106 µM), inactives show at the top dose fluorescence change, negative = quenching. actives 0.29% (n = 280,000). AID 1479; active = well fitted curve in either direction with a large enough effect; inconclusive = small, poorly fitted or top-dose-only effect; note: potency is the fitted concentration of half-maximal effect; % is set by controls: 0 for no effect and ±100 for the full control effect
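Human TRβ ligand-binding domain (0.6 uM) and Texas Red SRC2 peptide (20 nM) in Tris buffer with 1 uM T3 and 5% DMSO were incubated with pinned compound for 5 hr at ambient temperature. Total fluorescence was computed as S + 2P (555/632 nm).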
* marks the source's active call; other numbers are inactive results; ? = inconclusive; · = not tested or not shown; [ ] = another dose, or the depositor's remark. Unless noted, calls come from the whole dose curve; as a rule, active = well fitted curve in the direction sought with a large enough effect; inconclusive = small, poorly fitted or top-dose-only effect, or another doubt; inactive = no such curve, though single readings can be large; an effect the other way counts as inactive or inconclusive. This is a subset (hit frequency here may not be typical).

SMILES | Tau fluor cs | Tau fibril FP | NPSR antag | CBFb-RUNX1 inh | Epigenetic derep | TRb SRC2 PPI | GLA spleen mod | TR SRC2 fluor cs
CC(=O)c1ccc(NC(=O)C(C)OC(=O)c2ccc(NS(=O)(=O)c3ccc(F)c(F)c3)cc2)cc1 (stereo not given) | ? | ? | -34% | -7% | -1.9% | -4% | 6% | 5%
Cc1ccc(NCc2nnc(SCC(=O)Nc3ccccc3)n2CC2CCCO2)c(C)c1 (stereo not given) | -17% | -7% | -16%[46.1 µM] | -6% | -0.9% | 2% | -3% | -4%
C/C(CCc1ccccc1)=N/NC(=O)C(=O)NC(C)c1ccccc1 (stereo not given) | -5% | 4% | 12% | 2% | 2.8% | -5% | 7% | -1%
Nc1nc2ccccc2n1C(=O)c1ccc(F)cc1 | 0% | -6% | -3% | 1% | 2.8% | 8%[53 µM] | 3% | 0%[53 µM]
CN(C)c1ccc(-c2nc(-c3cccs3)c(-c3cccs3)[nH]2)cc1 | 10µM*[quencher] | -1% | · | · | 1.6% | -3% | · | -3%
Cc1ccnc2nc(C(=O)NCCc3ccc(F)cc3)nn12 | 3% | -5% | 3%[46.1 µM] | 2% | -1.0% | -3% | -1% | -7%
CCN(CC)c1nc(C#N)cc(-c2ccc(OC)cc2)n1 | -28% | ? | -11%[7.67 µM] | ? | 4.0% | -3% | 4% | 1%
c1ccc(CSc2ccc3nnc(-c4ccccn4)n3n2)cc1 | -5% | -2% | -5% | -27% | 0.6% | -5% | -3% | 1%
COC(=O)c1ccc(Nc2nnc(-c3ccc(C)c(S(=O)(=O)NCC4CCCO4)c3)c3ccccc23)cc1 (stereo not given) | ? | -11% | -19%[46.1 µM] | -7% | 0.0% | -1% | -1% | -5%
CCCCCCCCC(=O)Nc1cc(C)ccc1OC | -9% | 0% | -11%[46.1 µM] | 9% | -0.8% | -2% | 3% | -3%
Cc1ccc(S(=O)(=O)/C(C#N)=C/c2c(Oc3ccc(Cl)cc3)nc3c(C)cccn3c2=O)cc1 | 3% | 4% | -27% | 5% | 1.5% | 0% | 2% | -5%
C=CCNC(=O)C(=O)NN=C1CCN(C)CC1 | -7% | 3% | 2%[46.1 µM] | 6% | 0.1% | -2% | -10% | -5%

Individual results from the entries so far:
Epigenetic derep with CC(=O)c1ccc(NC(=O)C(C)OC(=O)c2ccc(NS(=O)(=O)c3ccc(F)c(F)c3)cc2)cc1 (stereo not given) reads -1.9%
GLA spleen mod with Nc1nc2ccccc2n1C(=O)c1ccc(F)cc1 reads 3%
Epigenetic derep with c1ccc(CSc2ccc3nnc(-c4ccccn4)n3n2)cc1 reads 0.6%
GLA spleen mod with CCN(CC)c1nc(C#N)cc(-c2ccc(OC)cc2)n1 reads 4%

Quoted at random: four compounds from above.
SMILES | Tau fluor cs | Tau fibril FP | NPSR antag | CBFb-RUNX1 inh | Epigenetic derep | TRb SRC2 PPI | GLA spleen mod | TR SRC2 fluor cs
COC(=O)c1ccc(Nc2nnc(-c3ccc(C)c(S(=O)(=O)NCC4CCCO4)c3)c3ccccc23)cc1 (stereo not given) | ? | -11% | -19%[46.1 µM] | -7% | 0.0% | -1% | -1% | -5%
CCCCCCCCC(=O)Nc1cc(C)ccc1OC | -9% | 0% | -11%[46.1 µM] | 9% | -0.8% | -2% | 3% | -3%
C/C(CCc1ccccc1)=N/NC(=O)C(=O)NC(C)c1ccccc1 (stereo not given) | -5% | 4% | 12% | 2% | 2.8% | -5% | 7% | -1%
c1ccc(CSc2ccc3nnc(-c4ccccn4)n3n2)cc1 | -5% | -2% | -5% | -27% | 0.6% | -5% | -3% | 1%

Remaining list, next part
SMILES | Tau fluor cs | Tau fibril FP | NPSR antag | CBFb-RUNX1 inh | Epigenetic derep | TRb SRC2 PPI | GLA spleen mod | TR SRC2 fluor cs
O=C(Nc1ccc(N2CCOCC2)cc1)c1ccc([N+](=O)[O-])cc1 | -19% | 1% | 3% | 5% | 1.3% | 10% | 7% | -3%
CCOC(=O)C1(CC2CCCCO2)CCN(C(=O)Nc2ccccc2)CC1 (stereo not given) | 7% | 4% | 4% | 5% | 0.2% | -7% | -11% | -5%
CCOCCCNS(=O)(=O)c1ccc2c(c1)CCN2C(C)=O | -6% | 3% | 4%[46.1 µM] | 2% | -0.1% | -16% | -12% | 0%
Cc1cn(C2OC[C@@H](O)[C@@H]2CO)c(=O)[nH]c1=O (stereo not given in full) | -2% | 4% | · | 5% | -1.1% | 4% | -5% | -2%
Cc1ccc2oc(-c3ccco3)nc2c1 | 2% | 5% | -6%[46.1 µM] | 3% | -4.2% | -18% | 1% | 1%
Cc1ccc(NC(=O)CCS(=O)(=O)c2ccccc2)cc1S(=O)(=O)N1CCOCC1 | 7% | 6% | 1% | 9% | 6.9% | 7% | 0% | 0%
O=C(NC1CCSC1)c1cccc(Cl)c1 (stereo not given) | -11% | -2% | -16% | -4% | 3.0% | -3% | -2% | -4%
COc1ccccc1N1CCN(C(=O)CCCC2=NS(=O)(=O)c3ccccc3N2)CC1 | -7% | 8% | 11% | 4% | 0.0% | 0% | -1% | -2%
Cc1ccc(S(=O)(=O)NNC(=O)C2CC=CCC2C(=O)O)cc1 (stereo not given) | 3% | -2% | 7% | 12% | -0.6% | -5% | -7% | 0%
CCOC(=O)CC(NS(=O)(=O)c1cc(-c2cc(C)no2)ccc1C)c1ccc(C)cc1 (stereo not given) | -26% | 15% | · | · | 1.7% | 0% | · | -1%
